HePTP inhibitor = human HePTP phosphatase inhibition; 110,000 compounds, 0.64% hits; inhibition, % at 20 µM; P35236; recombinant HePTP phosphatase activity, OD absorbance; in the data active means inhibition above about 50%;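 further: plate controls were vehicle for no effect and reference inhibitor for full effect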
Target sequence (P35236 whole entry, looked up): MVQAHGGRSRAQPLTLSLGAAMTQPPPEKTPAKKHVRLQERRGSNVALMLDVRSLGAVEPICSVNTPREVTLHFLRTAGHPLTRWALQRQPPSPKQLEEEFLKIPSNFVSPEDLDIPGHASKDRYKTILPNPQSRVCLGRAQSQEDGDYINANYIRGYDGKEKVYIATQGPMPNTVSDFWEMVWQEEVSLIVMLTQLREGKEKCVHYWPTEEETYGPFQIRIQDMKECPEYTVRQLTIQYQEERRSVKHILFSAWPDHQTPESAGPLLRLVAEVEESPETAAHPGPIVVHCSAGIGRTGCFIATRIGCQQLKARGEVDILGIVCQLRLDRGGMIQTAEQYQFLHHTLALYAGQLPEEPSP
BAP1 inh = inhibitors of human BAP1 deubiquitinase; recombinant BAP1, Ub-AMC hydrolysis fluorescence kinetic; active compounds read low; activity remaining (% of control), % at 20 µM; 72,000 compounds, 0.48% hits;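 active means activity remaining at or below 50% of control, provided the compound also passes the data quality filters; inactive means the rest, including low values that fail the filters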;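 further: 100% = DMSO wells rate and 0% = substrate alone blank rate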
Numbers without * were called inactive; i = inactive; · = no result given; & = joins results of further samples. Outcome played no part in choosing rows; any-hit rate near 0.95%.

BAP1 inh	HePTP inhibitor	SMILES
·	4	O=C(Nc1cccc(Cl)c1)OCc1ccccc1F
116	4	CCOC(=O)N1CCN(C(=O)Nc2ccc3oc(C)nc3c2)CC1
103	7	Cc1cccc2cc(C(c3nnnn3Cc3ccccc3)N3CCN(C)CC3)c(=O)[nH]c12 (stereo not given)
·	-1	CCOC(=O)C1=C(C)N=c2s/c(=C/c3cc(Br)cc(OC)c3O)c(=O)n2C1c1cccs1 (stereo not given)
109	6	CCS(=O)(=O)N1CCC(C(=O)OCC(=O)c2ccc(Br)cc2)CC1
95	-2	O=c1n(-c2cccc(Cl)c2)c(=O)n2n1CCC2
108	7	COc1ccc(CNC(=O)CS(=O)Cc2nc(-c3ccc(C)cc3)oc2C)cc1 (stereo not given)
·	0	CCOC(=O)Cc1csc(NC(=O)COc2ccc(N(C)S(=O)(=O)c3cccs3)cc2)n1
·	-5	CSc1ccc(/C=N/S(=O)(=O)CCc2ccccc2)cc1
·	2	CNc1nc(Nc2ccccc2)nc(OCC(F)(F)F)n1
63	-9	CCOC(=O)CCc1nc2ccccc2[nH]c1=O
76	5	CN(CC1CCCO1)S(=O)(=O)c1ccc(C(=O)Nc2nc3cc4c(cc3s2)OCO4)cc1 (stereo not given)
·	-10	Cc1ccc2c(c1)N(C(=O)CN1C(=O)c3ccccc3C1=O)C(C)(C)c1ssc(=S)c1-2
97	10	O=C(Oc1ccc(Cl)c2cccnc12)N1CCOCC1
·	-10	Cc1ccc(N2C(=O)CC(NCc3cccc(C(F)(F)F)c3)C2=O)cc1 (stereo not given)
226	·	CN(Cc1ccccc1)Cc1c(O)ccc2c(=O)c(Oc3ccccc3Br)c(C(F)(F)F)oc12
126	16	CC(SCc1ccccc1)C(=O)NC1CCCC1 (stereo not given)
·	7	Cc1ccc(NC(=O)c2c(NC(=O)C(F)(F)F)sc3c2CCCCC3)c(C)c1
·	3	O=C(c1ccco1)n1nc(-c2ccc(Cl)cc2)nc1NCc1ccco1
·	7	O=C(Nc1cc(-c2ccc(F)cc2)[nH]n1)c1ccc(Br)cc1
·	5	CC(C)(C)CC(C)(C)NC(=O)CSc1nc2ccccc2s1
·	-2	CCOc1cc(/C=N/NC(=O)c2ccccn2)ccc1OC(=O)c1ccc(F)cc1
105	9	CCOC(=O)N1CCC(NC(=O)CCN2C(=O)COc3ccccc32)CC1
104	-6	O=C(O)C1CCN(C(=O)NC2CCCCC2)CC1
·	0	N/C(=N\OS(=O)(=O)c1ccc([N+](=O)[O-])cc1)c1ccncc1

Structural class: the entries above containing an aryl methoxy group
BAP1 inh	HePTP inhibitor	SMILES
·	-1	CCOC(=O)C1=C(C)N=c2s/c(=C/c3cc(Br)cc(OC)c3O)c(=O)n2C1c1cccs1 (stereo not given)
108	7	COc1ccc(CNC(=O)CS(=O)Cc2nc(-c3ccc(C)cc3)oc2C)cc1 (stereo not given)

Grouped by structure, those above containing an NH in an aromatic ring.
BAP1 inh	HePTP inhibitor	SMILES
103	7	Cc1cccc2cc(C(c3nnnn3Cc3ccccc3)N3CCN(C)CC3)c(=O)[nH]c12 (stereo not given)
63	-9	CCOC(=O)CCc1nc2ccccc2[nH]c1=O
·	7	O=C(Nc1cc(-c2ccc(F)cc2)[nH]n1)c1ccc(Br)cc1

(next part)
BAP1 inh	HePTP inhibitor	SMILES
·	0	O=C1NC(=O)N(Cc2ccccc2)C(=O)/C1=C/c1cccs1
·	7	O=C1NC(=S)N/C1=C/c1ccc(-c2ccc(Cl)cc2)o1
·	-12	CC(C)=C1C2CCC1C(C(=O)NCCC1=CCCCC1)C2C(=O)O (stereo not given)
68	1	CCOc1ccc(NC(=O)CSc2nc3c(c(=O)n2-c2ccccc2OC)SCC3)cc1
71	-4	O=S(=O)(NCCOc1ccc(F)cc1)c1ccc2c(c1)OCCO2
152	7	CCCOc1ccc(C(C)=O)cc1CSCCC#N
·	9	NC(=O)c1c(NC(=O)CCN2C(=O)c3ccccc3C2=O)sc2c1CCC2
86	7	CCOC(=O)N1CCN(C(=O)CSc2ccccc2)CC1
·	-2	O=C(O)c1ccc(N2C(=O)CC(N3CCN(c4cccc(Cl)c4)CC3)C2=O)cc1 (stereo not given)
·	-17	Cc1cc2oc(=O)cc(C)c2cc1NC(=O)COc1ccccc1
103	7	O=C(CSc1ccc2nnc(-c3ccncc3)n2n1)N1CCc2ccccc21
·	-6	CCc1c(C)sc(NC(=O)COc2ccccc2)c1C(N)=O
94	-9	Oc1ccccc1C1=Nc2ncnn2C(c2ccccc2)C1 (stereo not given)
·	-6	O=C(NC1CCCC1)c1cc(-c2ccccc2Cl)nc2ccccc12
·	3	NC(=O)c1cc2n(n1)C(C(F)(F)F)CC(c1ccc(Cl)cc1)N2 (stereo not given)
62	4	COc1cccc2cc(C(=O)NC(C)C3CCCO3)c(=O)oc12 (stereo not given)
·	-16	CCCc1c(O)nc(SCCN(C)C)[nH]c1=O
102	6	O=C(NCC1CCCO1)c1c(O)c2c([nH]c1=O)CCCC2 (stereo not given)
i	-4	CNc1oc(-c2cccc3ccccc23)nc1C#N
·	-2	O=C(COc1ccccc1[N+](=O)[O-])Nc1ccc2c(c1)Cc1ccccc1-2
·	1	CCC1=NN2C(=N)/C(=C/c3ccc(OCc4ccccc4F)c(OC)c3)C(=O)N=C2S1
·	-13	Cc1ccc(OCC(=O)Nc2ccc3c(c2)OCO3)c(C)c1
105	-4	O=C(NC1CCCCCCC1)C1CCC(CNc2c(N3CCCC3)c(=O)c2=O)CC1 (stereo not given)
·	0	COc1ccc(CNC(=O)COc2ccccc2)cc1
99	10	Cc1nnc(NC(=O)CCSc2ccccc2)s1
106	7	O=C(C1CCN(S(=O)(=O)N2CCOCC2)CC1)N1CCN(Cc2ccc3c(c2)OCO3)CC1
106	-4	Cc1ccc(S(=O)(=O)NCC(c2cccnc2)N(C)C)cc1 (stereo not given)
106	-9	Cc1ccc(S(=O)(=O)NCC2CCC(C(=O)NCCCN3CCOCC3)CC2)cc1 (stereo not given)
·	-3	CC(/C=N\NC(=O)Cn1nnc2ccccc21)=C/c1ccc(C(C)C)cc1
·	4	O=C1C(=Cc2ccc(OCc3ccc(F)cc3)cc2)C(=O)c2ccccc21
112	11	Cc1nc2ccccn2c1P(=Nc1ccccc1)(N(C)C)N(C)C
86	4	CCN(CC)C(=O)COc1ccc(Br)cc1Cl
·	-8	Cc1cccc(C)c1OCC(=O)Nc1cc(C(=O)O)cc(C(=O)O)c1
79	3	COc1ccc(-c2cn3c(C)c(C(=O)N4CCN(c5ccc(OC)cc5)CC4)sc3n2)cc1
123	-7	COc1ccc(-c2cc(C(F)(F)F)n3nc(C(=O)Nc4cc(C)on4)cc3n2)cc1OC
104	4	CN(C(=O)c1ccncc1)c1nnc(-c2cccnc2)s1
79	12	Nc1nonc1-n1nnc(C(=O)O)c1-c1cccs1
·	-7	Cn1c(COc2nnc(-c3ccccc3)c3ccccc23)nc2ccccc21
·	-3	CN1CCN(C(=O)CCCN2C(=O)/C(=C/c3cccs3)SC2=S)CC1
55	·	CC(=O)Nc1ccc(S(=O)(=O)Nc2ccc(C(=O)c3ccccc3)cc2)cc1
·	4	CCOc1ccc(C(=O)Nc2cc(-c3nc4ccccc4[nH]3)ccc2C)cc1[N+](=O)[O-]
·	9	Cc1ccc(NC(=O)OCC2c3ccccc3-c3ccccc32)cc1
98	1	Cc1ccc(N2C(N)=C(C#N)C(c3cccnc3)C3=C2CCCC3=O)cc1 (stereo not given)
·	15	O=C1/C(=C\c2ccc(-c3cccc([N+](=O)[O-])c3)o2)SC(=S)N1CCc1ccccc1
107	7	Cc1cc(C)nc(NCC(O)CNc2ccccc2Cl)n1 (stereo not given)
·	-4	CCOC(=O)C1=C(O)/C(=C/c2cc(OC)c(OC)c(OC)c2)SC1=Nc1ccc([N+](=O)[O-])cc1
83	·	COc1ccccc1NC(=O)c1cc(-c2ccccc2)nc2ccccc12
·	10	COc1ccc(C(=O)Oc2cccc3cccnc23)cc1OC
78	3	Cc1cc(NC(=O)c2cc(C)on2)no1
90	3	O=C(O)c1ccc(CN(c2ccccn2)S(=O)(=O)c2ccccc2)cc1

Going on with the list:
BAP1 inh	HePTP inhibitor	SMILES
·	-16	Cc1cc(Cl)ccc1NS(=O)(=O)c1cccc([N+](=O)[O-])c1
88	-2&-22	COC(=O)C1C(=O)CC(C)(O)C(C(=O)OC)C1c1ccc2c(c1)OCO2 (stereo not given)
·	1	COc1cccc(OCCOc2cccc(/C=C3/SC(=S)NC3=O)c2)c1
103	·	COc1ccccc1-n1c(C)cc(C(C[N+](=O)[O-])c2ccc(C)cc2)c1C (stereo not given)
93	-2	CCCOc1ccc(C2c3c(oc4cc(C)c(C)cc4c3=O)C(=O)N2CCCN2CCOCC2)cc1 (stereo not given)
123	2	Cc1cc(C(F)(F)F)nc(SCC(=O)Nc2ccccc2)n1
68	8	O=C(CN1CCN(S(=O)(=O)c2cc(Cl)ccc2Cl)CC1)Nc1ccc2c(c1)OCCO2
99	-1	CCCCc1c(O)n2c(nc3ccccc32)[nH]c1=O
·	-2	Clc1cccc(/C=N/N2CCN(Cc3cccc4ccccc34)CC2)c1Cl
104	5	COCc1nnc(NS(=O)(=O)c2ccc(Br)cc2)s1
·	-8	O=C1N/C(=N\N=C\c2ccc(O)cc2)SC1c1ccccc1 (stereo not given)
101	8	CCCn1c(O)c(CN2CCCCC2)c(C)c(C#N)c1=O
86	-5	CCn1cc(S(=O)(=O)CC(=O)Nc2cc(C)ccc2C)c2ccccc21
126	1	Cc1onc(-c2ccccc2)c1C(=O)N1CCCN(C(=O)c2c(-c3ccccc3)noc2C)CC1
87	·	COc1ccc(OC)c(N2C(=O)CC(Cc3ccc(C)cc3)C2=O)c1 (stereo not given)
53	6	C=CCOC(=O)Nc1c(C(=O)OC)[nH]c2ccc(Cl)cc12
95	-1	Cc1cc(OCCSc2nnc(-c3cccs3)n2C)ccc1Cl
·	10	CC1(C)CC(=O)c2cc(OCC(=O)NCCCN3CCN(c4ccccc4F)CC3)ccc2O1
114	·	CN(Cc1ccccc1)c1nc2c(c(=O)[nH]c(=O)n2C)n1Cc1ccccc1
·	11	COc1cc2c(cc1OC)C(C(Cl)(Cl)Cl)OC(=O)C2 (stereo not given)
95	4	COC(=O)CNC(=O)CCCCC(=O)NCC(=O)OC
88	-13	Cc1cc2c(cc1C)-c1nnnn1C(C)(C)C2
100	10	CCOc1ccc2c(O)csc2c1
·	-3	O=C(Nc1ccccc1)/C(=C\c1ccccc1)NC(=O)c1ccccc1Br
87	6	Cc1ccc(SCC(=O)NCCN2C(=O)CSC2=O)c(C)c1

Complete entries as entered above:
`COc1ccccc1-n1c(C)cc(C(C[N+](=O)[O-])c2ccc(C)cc2)c1C` (stereo not given) is listed with BAP1 inh: 103; HePTP inhibitor: ·
`Clc1cccc(/C=N/N2CCN(Cc3cccc4ccccc34)CC2)c1Cl` is listed with BAP1 inh: ·; HePTP inhibitor: -2
`Cc1ccc(SCC(=O)NCCN2C(=O)CSC2=O)c(C)c1` is listed with BAP1 inh: 87; HePTP inhibitor: 6

Remaining list, next part
BAP1 inh	HePTP inhibitor	SMILES
100	-15	COc1cc(C(=O)N2CCN(C(=O)CC(C)C)CC2)cc(OC)c1OC
102	13	Cc1ccc(Nc2nc(N)nc(CN3CCN(Cc4ccc5c(c4)OCO5)CC3)n2)cc1Cl
93	3	COc1ccc(C2C/C(=N\O)C(C)(C)O2)cc1 (stereo not given)
127	0	Cc1ccc(-n2c(N)c(-c3nc4ccccc4n3C)sc2=S)cc1
89	8	CC(C)(C)n1nc2c(c1NC(=O)c1ccc(Br)o1)CS(=O)C2 (stereo not given)
·	13	COc1ccc(NC(=O)COc2ccc(-c3ccccc3)cc2)c([N+](=O)[O-])c1
·	0	COC(=O)c1c(C)oc2cc(Br)c(OC(=O)c3cccc([N+](=O)[O-])c3)cc12
·	8	CCOC(=O)c1c(NC(=O)c2cccs2)sc(C(=O)Nc2ccccc2C(F)(F)F)c1C
138	-2	CC(C)NC(=O)c1ccccc1NC(=O)CCS(=O)(=O)Cc1ccccc1
85	5	Nc1nc(NC(=O)c2cccnc2)nn1-c1ccccc1
·	-4	COc1ccc(C(=O)N2CCN(Cc3cccc(OC)c3OC)CC2)cc1OC
78	6	CCOC(=O)c1ccc(NC(=O)CSc2nc3c(c(=O)n2CC)SC(C)C3)cc1 (stereo not given)
·	5	COc1ccc(N(CC(=O)N/N=C/c2ccc(OC3CSC3)cc2)S(=O)(=O)c2ccccc2)cc1
106	-1	CCOc1cc(CN2CCOCC2)cc(C(C)=O)c1
80	8	CSc1nc(Oc2ccc(=O)[nH]n2)nc(N(C)C)n1
·	-1	COc1cccc(-c2nc3sc(C)c(C)c3c(=O)[nH]2)c1O
i	·	CCCCCc1c(C)c2ccc(OC(C)=O)cc2oc1=O
·	5	COc1cc(NC(=O)c2ccc(C)c([N+](=O)[O-])c2)ccc1NC(=O)c1ccco1
·	-13	O=C(Nc1ccc2c(c1)ncn2-c1ccccc1)c1ccccc1
119	14	CCC(c1nnc(SCC(=O)N2CC3(C)CC2CC(C)(C)C3)o1)N(C)C (stereo not given)
101	-8	CC(=O)n1c2ccccc2c2c1c1ccccc1n2C
·	10	C=CCn1c(COc2ccc3ccccc3c2)nc2ccccc21
·	5	COc1ccc(-c2cc(-c3ccccc3)n[nH]2)c(O)c1
93	6	COc1ccc(S(=O)(=O)Cc2ccc(C(=O)NCc3ccco3)o2)cc1

Source: PubChem (several laboratories)
